Bioassay records from PubChem BioAssay.
PABP1 MLLE inh – inhibitors of microRNA-mediated deadenylation, human PABP1 MLLE binding. hit rate 0.36% among 360,000. AID 588489. GST-MLLE / FITC-PAM2 fluorescence polarization. inhibition, % at 20 µM. P11940; in the data active = inhibition above about 35%, passing the limit was not always enough;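 note: plate controls were DMSO wells with GST-MLLE for no effect and wells lacking GST-MLLE protein for full effect; some results filed as inactive read as strong as hits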
Target sequence (P11940 whole entry, looked up): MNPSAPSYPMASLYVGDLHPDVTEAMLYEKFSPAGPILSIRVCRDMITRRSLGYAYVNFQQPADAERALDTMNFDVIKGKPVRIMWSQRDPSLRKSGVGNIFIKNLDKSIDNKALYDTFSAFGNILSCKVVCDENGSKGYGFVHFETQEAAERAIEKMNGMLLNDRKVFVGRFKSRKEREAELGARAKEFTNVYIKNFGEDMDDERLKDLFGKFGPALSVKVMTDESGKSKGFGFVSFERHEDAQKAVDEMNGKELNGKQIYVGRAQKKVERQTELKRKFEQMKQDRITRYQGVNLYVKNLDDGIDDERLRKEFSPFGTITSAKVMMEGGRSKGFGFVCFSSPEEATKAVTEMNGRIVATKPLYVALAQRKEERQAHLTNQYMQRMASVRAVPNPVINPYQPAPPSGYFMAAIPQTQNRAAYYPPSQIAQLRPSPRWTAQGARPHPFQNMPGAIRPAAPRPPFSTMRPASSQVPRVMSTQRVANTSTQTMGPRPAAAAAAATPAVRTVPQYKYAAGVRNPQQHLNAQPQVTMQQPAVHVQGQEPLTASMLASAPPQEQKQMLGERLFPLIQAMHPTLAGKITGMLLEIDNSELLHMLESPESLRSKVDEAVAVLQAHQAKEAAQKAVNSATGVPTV
SUMO1-SIM PPI – modulators of human SUMO1-mediated protein-protein interactions; P63165; SUMO1 binding to a labelled peptide, TR-FRET, 1 h; inhibition, % at 20 µM; hit rate 0.33% among 360,000; in the data active = inhibition above about 37%
Target sequence (P63165 whole entry, looked up): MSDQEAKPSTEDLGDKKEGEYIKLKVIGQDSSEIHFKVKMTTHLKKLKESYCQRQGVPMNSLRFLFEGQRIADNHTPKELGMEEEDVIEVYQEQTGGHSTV
CSN deneddyl inh – inhibitors of human CSN-mediated cullin deneddylation. Purified CSN, SCF-Nedd8-OG deneddylation, fluorescence polarization. AID 651999. inhibition, % at 12.5 µM. Q92905. hit rate 0.38% among 360,000;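 active = pattern-corrected inhibition above about 35%, with an unprinted fluorescence ratio check between 0.5 and 1.5, limit read from the data, passing the limit was not always enough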;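 note: 0% = enzyme with substrate and 100% = substrate without enzyme; some results filed as inactive read as strong as hits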
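Material: human Csn5 produced in HEK293T cells; Input: enzyme 0.24 nM; Reagent: SCFSkp2-Nedd8OG substrate at 10 nM final; Dosing: 12.5 µM compound; Incubation: 90 min reaction at room temperature; Detection: fluorescence polarization of the substrate; Evaluation: % inhibition of substrate cleavage by Csn5; Control set: substrate-only high control, full reaction low control.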
Scp-1 inhibitor – Scp-1 (human) phosphatase inhibition. Q9GZU7. Recombinant Scp1, phosphopeptide, malachite green phosphate absorbance. inhibition, % at 20 µM. hit rate 0.88% among 340,000. AID 493091;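 active = inhibition above about 50% at 20 µM, limit read from the data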;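 note: plate controls were DMSO wells with enzyme for no effect and wells lacking enzyme for full effect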
Target sequence (Q9GZU7 76-261 limits assumed): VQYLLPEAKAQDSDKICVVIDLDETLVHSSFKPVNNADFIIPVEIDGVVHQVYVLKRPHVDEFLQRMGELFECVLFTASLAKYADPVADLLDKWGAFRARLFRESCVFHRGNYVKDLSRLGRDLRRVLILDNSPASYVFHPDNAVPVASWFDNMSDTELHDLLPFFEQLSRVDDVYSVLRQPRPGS
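System: truncated SCP-1 phosphatase (76-261aa); medium: Tris acetate buffer pH 5.5 with MgCl2 and Tween-20; incubation: 45 min room-temperature reaction, 5 min colour, 30 min stabiliser; compound: single 20 µM dose, 1% DMSO; reagent: Phosphorylated 17-residue peptide substrate; read-out: % inhibition at 20 µM; technique: colorimetric free-phosphate detection, absorbance 630 nm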
Tb MetRS inh – blocks T. brucei methionyl-tRNA synthetase activity | purified T. brucei MetRS, ATP depletion, Kinase-Glo luminescence | inhibition, % at 11.9 µM | hit rate 0.4% among 360,000 | AID 624268;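 active = inhibition above a per-plate cutoff of the control wells' mean inhibition plus 3 SD, cut at about 5.5% in these data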;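 note: 0% = DMSO wells median and 100% = median of wells with control inhibitor compound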
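Dosing: 11.9 µM compound single dose, 0.9% DMSO; Assay system: purified T. brucei MetRS enzyme; Measured by: Kinase-Glo luciferase luminescence reporting remaining unconsumed ATP; Schedule: 15 min plus 2 h at 25 °C.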
NadD inh – blocks S. aureus nicotinate mononucleotide adenylyltransferase. AID 602399. purified NadD enzyme, colorimetric absorbance read-out. hit rate 0.78% among 360,000. inhibition, % at 20 µM; in the data active = inhibition above about 26%; note: some compounds past the cut are filed as inactive
DNMT1 block – blocks human DNA methyltransferase DNMT1. inhibition (reported as % activation of signal), % at 10 µM. hit rate 0.83% among 360,000. P26358. DNMT1 molecular beacon, Hinp1I cleavage, fluorescence; in the data active = inhibition above about 50%
LMPTP block – blocks human LMPTP phosphatase; AID 651560; recombinant LMPTP-A, OMFP fluorogenic substrate, fluorescence intensity; inhibition, % at 20 µM; P24666; hit rate 0.22% among 360,000;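 active = compounds that cut the enzyme signal by at least half of the control window in the single-dose screen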;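 note: plate controls were DMSO wells with enzyme plus substrate for no effect and substrate without enzyme for full effect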
Target sequence (P24666 whole entry, looked up): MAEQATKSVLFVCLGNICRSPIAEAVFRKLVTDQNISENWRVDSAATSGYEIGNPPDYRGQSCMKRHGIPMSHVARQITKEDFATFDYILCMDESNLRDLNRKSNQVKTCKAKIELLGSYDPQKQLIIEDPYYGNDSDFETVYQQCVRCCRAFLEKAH
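Test system – LMPTP-A phosphatase enzyme · Quantity – 0.625 nM LMPTP-A final · Reagent – OMFP substrate, 400 µM final · Dosing – one test concentration per compound, 20 µM, with 3% DMSO overall · Timing – 50 min enzyme reaction at room temperature, protected from light · Detection – fluorescence intensity · Controls – substrate-only low control, DMSO enzyme-plus-substrate high control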
STEP block – blocks human striatal-enriched tyrosine phosphatase. inhibition, % at 20 µM. recombinant STEP, OMFP fluorogenic substrate, fluorescence. hit rate 0.25% among 360,000. P54829;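 active = inhibition at 20 µM, scaled per plate between control wells, above about 37%, limit read from the data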;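 note: 0% = DMSO with enzyme and substrate and 100% = substrate only without enzyme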
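Assay system: isolated STEP enzyme. Buffer or medium: pH 6.0 Bis-Tris with DTT and Tween 20. Also added: fluorogenic phosphatase substrate OMFP at 25 µM final. Dosing: 20 µM, 1% DMSO. Timing: 20 min reaction, room temperature, in the dark. Measured by: fluorescence intensity, excitation 480 nm, emission 540 nm. Evaluation: normalized % inhibition.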
Rpn11 block – blocks the human proteasome subunit Rpn11 | calls only at 20 µM | human 26S proteasome, Ub4-pepOG fluorescence polarization; 20S core pre-blocked with epoxomicin | O00487 | hit rate 0.59% among 360,000;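 active = inhibition at 20 µM, scaled to each plate's controls, above about 33%, limit read from the data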
Numbers without * were called inactive.

`COc1ccc(CCNC(=O)c2nn(C)c3c2CS(=O)(=O)c2ccccc2-3)c(OC)c1` gave PABP1 MLLE inh 2, SUMO1-SIM PPI -3, CSN deneddyl inh -5, Scp-1 inhibitor -4, Tb MetRS inh -0.2, NadD inh -2, DNMT1 block -1, LMPTP block 1.3, STEP block 1 and Rpn11 block inactive.
Screening CCC(C(=O)Nc1c(C)cccc1C)n1c(-c2cnc(C)cn2)nc2ccccc21 (stereo not drawn) returned SUMO1-SIM PPI -1, CSN deneddyl inh -1, Tb MetRS inh 0.4 and LMPTP block -0.4.
For CC1(C)Cc2c(cnn2-c2ccc(F)cc2)C(NC(=O)c2cnccn2)C1 (stereo not drawn) the results were PABP1 MLLE inh 5, SUMO1-SIM PPI 4, CSN deneddyl inh 1, Scp-1 inhibitor -9, Tb MetRS inh -0.5, NadD inh -4, DNMT1 block 0, LMPTP block 0.3, STEP block -1 and Rpn11 block inactive.
For Nn1c(SCC(=O)NC2CCCC2)nnc1C(F)(F)F the results were PABP1 MLLE inh 6, SUMO1-SIM PPI 3, CSN deneddyl inh 0, Tb MetRS inh -0.1, NadD inh 5, DNMT1 block 1, LMPTP block -0.1, STEP block -1 and Rpn11 block inactive.
For Cc1ccccc1C(O)c1cccnc1 (stereo not drawn) the results were PABP1 MLLE inh -5, SUMO1-SIM PPI -1, CSN deneddyl inh -17, Scp-1 inhibitor -6, Tb MetRS inh -0.9, NadD inh 6, DNMT1 block -3, LMPTP block 0.1, STEP block 2 and Rpn11 block inactive.
C/[N+]([O-])=C/c1c(OCc2ccc(Cl)cc2Cl)ccc2ccccc12 was read as PABP1 MLLE inh 9, SUMO1-SIM PPI -5, CSN deneddyl inh -7, Scp-1 inhibitor 5, Tb MetRS inh -0.2, NadD inh 3, DNMT1 block 1, LMPTP block 0.5, STEP block -3 and Rpn11 block inactive.
O=S1(=O)CC(N2CCCCC2)CN1C1CCCCC1 (stereo not drawn) was read as PABP1 MLLE inh -3, SUMO1-SIM PPI -3, CSN deneddyl inh -4, Tb MetRS inh 0.0, NadD inh -3, DNMT1 block 7, LMPTP block -2.4, STEP block 0 and Rpn11 block inactive.
For O=C(CCCN1C(=O)/C(=C/c2ccccc2Cl)SC1=S)NCCCN1CCOCC1 the results were PABP1 MLLE inh 41*, SUMO1-SIM PPI -38, CSN deneddyl inh 7, Scp-1 inhibitor -2, Tb MetRS inh -0.1, NadD inh -7, DNMT1 block 0, LMPTP block -1.5, STEP block 2 and Rpn11 block inactive.
Cc1cc(NC(=O)CSc2nccn2-c2ccc(Cl)cc2)no1 was read as PABP1 MLLE inh 1, SUMO1-SIM PPI 3, CSN deneddyl inh -5, Scp-1 inhibitor -10, Tb MetRS inh -0.6, NadD inh 0, DNMT1 block 2, LMPTP block -0.7, STEP block 0 and Rpn11 block inactive.
`Cc1ccc(C)c(Nc2cc(C)nc3ncnn23)c1` gave PABP1 MLLE inh -1, SUMO1-SIM PPI -2, CSN deneddyl inh -1, Scp-1 inhibitor -6, Tb MetRS inh 0.7, NadD inh -2, DNMT1 block 0, LMPTP block -0.2, STEP block 0 and Rpn11 block inactive.
For CCOc1ccccc1N1CCN(Cc2c(C)n(C)n(-c3ccccc3)c2=O)CC1 the results were PABP1 MLLE inh 0, SUMO1-SIM PPI -1, CSN deneddyl inh -5, Scp-1 inhibitor -9, Tb MetRS inh 0.3, NadD inh -5, DNMT1 block 0, LMPTP block -0.9, STEP block -3 and Rpn11 block inactive.
COc1ccccc1S(=O)(=O)N(C)C[C@@H]1OCc2cnnn2CCCC(=O)N([C@@H](C)CO)C[C@@H]1C was read as PABP1 MLLE inh 2, SUMO1-SIM PPI 9, CSN deneddyl inh 1, Tb MetRS inh -0.8, NadD inh 2, DNMT1 block 2, LMPTP block -2.1, STEP block -1 and Rpn11 block inactive.

Brought forward from above: 2 compounds, followed by the next part.
For CCOc1ccccc1N1CCN(Cc2c(C)n(C)n(-c3ccccc3)c2=O)CC1 the results were PABP1 MLLE inh 0, SUMO1-SIM PPI -1, CSN deneddyl inh -5, Scp-1 inhibitor -9, Tb MetRS inh 0.3, NadD inh -5, DNMT1 block 0, LMPTP block -0.9, STEP block -3 and Rpn11 block inactive.
COc1ccccc1S(=O)(=O)N(C)C[C@@H]1OCc2cnnn2CCCC(=O)N([C@@H](C)CO)C[C@@H]1C was read as PABP1 MLLE inh 2, SUMO1-SIM PPI 9, CSN deneddyl inh 1, Tb MetRS inh -0.8, NadD inh 2, DNMT1 block 2, LMPTP block -2.1, STEP block -1 and Rpn11 block inactive.
For CCCC(C)n1[nH]c(=O)cc1N (stereo not drawn) the results were PABP1 MLLE inh -10, SUMO1-SIM PPI 1, CSN deneddyl inh -6, Scp-1 inhibitor -14, Tb MetRS inh -1.1, NadD inh 6, DNMT1 block -1, LMPTP block -1.4, STEP block -4 and Rpn11 block inactive.
Screening COc1cc(S(=O)(=O)N2CCN=C2c2ccccc2)c(OC)cc1Cl returned PABP1 MLLE inh 5, SUMO1-SIM PPI -1, CSN deneddyl inh -5, Scp-1 inhibitor -2, Tb MetRS inh 0.0, NadD inh 0, DNMT1 block 1, LMPTP block 0.8, STEP block -1 and Rpn11 block inactive.
Screening Cc1ccc(C(=O)O)cc1N1C(=O)CCCC1=O returned PABP1 MLLE inh -8, SUMO1-SIM PPI -5, CSN deneddyl inh -4, Scp-1 inhibitor -4, Tb MetRS inh -1.2, NadD inh -8, DNMT1 block -2, LMPTP block -1.0, STEP block -1 and Rpn11 block inactive.
Screening O=C1C(=Cc2cccc(Cl)c2)CCc2ccccc21 returned PABP1 MLLE inh -7, SUMO1-SIM PPI -1, CSN deneddyl inh -1, Tb MetRS inh -0.3, NadD inh 2, DNMT1 block 10, LMPTP block 3.0, STEP block 5 and Rpn11 block inactive.
For Cc1cccc(C)c1OCC(=O)Nn1c(COc2ccccc2)nc2ccccc2c1=O the results were PABP1 MLLE inh 6, SUMO1-SIM PPI 11, CSN deneddyl inh 2, Scp-1 inhibitor -9, Tb MetRS inh 0.4, NadD inh 0, DNMT1 block -1, LMPTP block 1.9, STEP block 0 and Rpn11 block inactive.
CC(C)C[C@@]12C(=O)N(c3cccc(Br)c3)C(=O)N1[C@H](c1ccc(F)cc1)[C@@H]1C(=O)N(C3CCCCC3)C(=O)[C@@H]12 was read as PABP1 MLLE inh 5, SUMO1-SIM PPI 7, CSN deneddyl inh 0, Scp-1 inhibitor -11, Tb MetRS inh 0.0, NadD inh 19, DNMT1 block -8, LMPTP block 1.2, STEP block 2 and Rpn11 block inactive.
`CCOc1cccc(/C=C2/NC(=O)N(CC(=O)Nc3cccc(C)c3)C2=O)c1O` gave PABP1 MLLE inh -12, SUMO1-SIM PPI -4, CSN deneddyl inh 6, Scp-1 inhibitor 5, Tb MetRS inh -1.4, NadD inh 5, DNMT1 block 17, LMPTP block 0.9, STEP block -2 and Rpn11 block inactive.
`CCOC(=O)c1sc(NC(=O)CCSC)nc1C` gave PABP1 MLLE inh -3, SUMO1-SIM PPI 0, CSN deneddyl inh -1, Scp-1 inhibitor -2, Tb MetRS inh 0.4, NadD inh -2, DNMT1 block 1, LMPTP block -0.7, STEP block 0 and Rpn11 block inactive.
Screening CN(C#N)c1nc(N2CCOCC2)nc(N2CCOCC2)n1 returned PABP1 MLLE inh -1, SUMO1-SIM PPI 0, CSN deneddyl inh -2, Scp-1 inhibitor -3, Tb MetRS inh -2.7, NadD inh 0, DNMT1 block 1, LMPTP block -0.7, STEP block -1 and Rpn11 block inactive.
`FC(F)(F)c1ccc(CN2C[C@@H]3C(c4ccc(C(F)(F)F)cc4)C4(c5cccnc5)CC3(C4)[C@H]2c2ccccc2)cc1` (stereo partly drawn) gave PABP1 MLLE inh 0, SUMO1-SIM PPI 1, CSN deneddyl inh -2, Scp-1 inhibitor 20, Tb MetRS inh -0.3, NadD inh 38*, DNMT1 block 8, LMPTP block 8.3, STEP block 3 and Rpn11 block inactive.
`Cn1c(C2=C(O)CN(Cc3ccccc3)C2=N)nc2ccccc21` gave PABP1 MLLE inh -2, SUMO1-SIM PPI 2, CSN deneddyl inh 1, Scp-1 inhibitor -16, Tb MetRS inh -1.1, NadD inh 1, DNMT1 block 0, LMPTP block -0.8, STEP block 1 and Rpn11 block inactive.
O=C(NCC(=O)N(c1cccnc1)C(C(=O)NC1CCCC1)c1ccccc1F)c1ccco1 (stereo not drawn) was read as PABP1 MLLE inh 0, SUMO1-SIM PPI 2, CSN deneddyl inh -2, Scp-1 inhibitor -5, Tb MetRS inh 0.2, NadD inh 2, DNMT1 block 2, LMPTP block -0.8, STEP block -1 and Rpn11 block inactive.
`Cc1ccc2c(CN3CCCCC3C)cc(=O)oc2c1C` (stereo not drawn) gave PABP1 MLLE inh 5, SUMO1-SIM PPI -11, CSN deneddyl inh 2, Scp-1 inhibitor -5, Tb MetRS inh -0.8, NadD inh -4, DNMT1 block 4, LMPTP block -0.1, STEP block -1 and Rpn11 block inactive.
O=C(OCCO)c1c(-c2ccccc2)oc2c1C(OCCO)CCC2 (stereo not drawn) was read as SUMO1-SIM PPI 4, CSN deneddyl inh 6, Tb MetRS inh -1.4, NadD inh -6 and LMPTP block -0.8.
For CCCCCc1c(-c2cccc(OC)c2)ncn1CCc1ccccc1OC the results were SUMO1-SIM PPI 16, CSN deneddyl inh -4, Tb MetRS inh -0.8, NadD inh -3 and LMPTP block 7.9.
COc1cccc(CNC(=O)CCC2CCCN(C(=O)C3=CC(=O)CC(C)(C)O3)C2)c1 (stereo not drawn) was read as PABP1 MLLE inh 8, SUMO1-SIM PPI 2, CSN deneddyl inh 2, Scp-1 inhibitor 1, Tb MetRS inh -0.8, NadD inh -3, DNMT1 block -70, LMPTP block 0.3, STEP block 1 and Rpn11 block inactive.
For CC(C)CN(CC(C)C)CC(O)COc1ccccc1Br (stereo not drawn) the results were PABP1 MLLE inh 13, SUMO1-SIM PPI 1, CSN deneddyl inh 0, Scp-1 inhibitor -5, Tb MetRS inh -0.4, NadD inh -7, DNMT1 block 8, LMPTP block -1.1, STEP block 3 and Rpn11 block inactive.
`Cc1ccc(OCC(=O)NC(=S)Nc2ccc(Br)c(C)n2)cc1` gave PABP1 MLLE inh -59, SUMO1-SIM PPI 1, CSN deneddyl inh -1, Scp-1 inhibitor -3, Tb MetRS inh -1.0, NadD inh 2, DNMT1 block 10, LMPTP block -0.2, STEP block 1 and Rpn11 block inactive.
